Rab9 prom act = qHTS Assay for Rab9 Promoter Activators; hit rate 2.8% among 320,000; AID 485297, 2010; Potency, µM (series often up to 9.22 µM), inactives show at the highest dose activation, negative = inhibition, most hits filed as activators; Huh7 Rab9 promoter-luciferase reporter, luminescence, 24 h; also: % of control where 0% means no effect; nearly all actives have a fitted effect of over 60% in size
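Using Huh7 cells stably transfected with Rab9 promoter–luciferase, compounds were incubated 24 h at 37 °C, 5% CO2; luciferase luminescence was read 10 min after reagent addition.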
MBNL1 CUG block = qHTS Assay for Inhibitors of MBNL1-poly(CUG) RNA binding | AID 2675, 2010 | Muscleblind-like protein 1 (Homo sapiens), Q9NR56 | Potency, µM (top dose mostly 57.5 µM), without a hit: at the highest dose activity change, negative = inhibition, actives largely listed as inhibitors | TR-FRET MBNL1-His/biotin-(CUG)12 binding, 665/545 ratio | hit rate 0.036% among 280,000; active = well fitted inhibition curve with a large enough effect in the signal ratio, with a control signal flat, not every such curve was filed as active; inconclusive = small, poorly fitted or top-dose-only effect, or effect the other way, or a change in a side signal; inactive = no such curve, though single readings can be large or run the other way; the % refers to the signal ratio; also: % is scaled to controls: 0 for no effect and ±100 for the full control effect
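TR-FRET between His-tagged MBNL1 and biotin-(CUG)12 RNA, detected with Tb anti-His antibody (0.055 ng/ul) and streptavidin-XL665 (5 nM), 60 min at room temperature. Compounds titrated 92 nM to 58 uM; 665/545 nm ratio normalized to buffer and complex controls.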
Gal4-VP16 FLuc = VP16 counterscreen qHTS for inhibitors of ROR gamma transcriptional activity | Potency, µM (top dose mostly 53.6 µM), for inactives: at the highest dose activity, negative = inhibition, hits mostly inhibitors | hit rate 3.5% among 310,000 | Drosophila S2 Gal4-VP16 UAS-luciferase, luminescence, 20 h;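 also: Gal4-VP16 expression switched on by copper sulfate through the metallothionein promoter; % is scaled to controls: 0 for no effect and ±100 for the full control effect; nearly all actives have a fitted effect of over 50% in size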
uPA generation = qHTS for Inhibitors of Cell Surface uPA Generation; cell surface uPA generation assay, qHTS; Potency, µM (series often up to 38.3 µM), without a hit: top-dose activity change, negative = inhibition, most hits filed as inhibitors; hit rate 0.31% among 330,000; AID 540303, 2011; active = well fitted inhibition curve with a large enough effect; inconclusive = small, poorly fitted or top-dose-only effect; inactive = no such curve, though single readings can be large or run the other way; tested in mouse RAW 264.7 cells; also: % is scaled to controls: 0 for no effect and ±100 for the full control effect; nearly all actives have a fitted effect of over 55% in size
NPC1 promoter act = qHTS Assay for NPC1 Promoter Activators; AID 485313, 2010; hit rate 2.4% among 320,000; Huh7 NPC1 promoter luciferase reporter, 24 h; Potency, µM (series often up to 9.22 µM), for inactives: top-dose activation, actives largely listed as activators;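 also: % of control where 0% means no effect; nearly all actives have a fitted effect of over 60% in size; reporter is driven by a mutant NPC1 promoter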
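NPC1 promoter–luciferase Huh7 cells; 24 h compound; luminescence.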
CXXC DNA block = qHTS Fluorescence Polarization Assay for Inhibitors of MLL CXXC domain - DNA interaction | Histone-lysine N-methyltransferase 2A (Homo sapiens), Q03164 | MLL-CXXC / FITC-HOXA9 DNA fluorescence polarization | Potency, µM (series often up to 115 µM), inactives show top-dose activity change, negative = inhibition, actives largely listed as inhibitors | hit rate 0.037% among 290,000 | AID 2662, 2010; active = well fitted inhibition curve with a large enough effect in the polarisation, with a control signal flat, not every such curve was filed as active; inconclusive = small, poorly fitted or top-dose-only effect, or effect the other way, or a change in a side signal; inactive = no such curve, though single readings can be large or run the other way; the % refers to the polarisation
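Purified MLL-CXXC (added from a 7 uM solution) was preincubated 5 min at ambient with pinned compounds in 50 mM Tris-HCl pH 7.5, 50 mM NaCl, 1 mM DTT, 0.05% BSA. Fluorescein-labeled HOX-A9 DNA (50 nM solution) followed, 30 min, then polarization read.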
p53 reactivation = qHTS assay for re-activators of p53 using a Luc reporter; H1299 p53-A138V BP100-luciferase reporter, luminescence, 24 h; Potency, µM (series often up to 92.2 µM), inactives show at the highest dose activity change, positive = activation, actives largely listed as activators; hit rate 0.063% among 320,000; AID 504706, 2011; also: % of control where 0% means no effect; nearly all actives have a fitted effect of over 45% in size
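p53-null H1299 cells stably carrying temperature-sensitive p53-A138V and a BP100-luciferase reporter were pinned with compounds (4-point, 1:5 series) and held 24 hrs at 37 deg C. Luminescence was read 10 min after detection reagent.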
ELG1 genotoxic = qHTS screen for small molecules that induce genotoxicity in human embryonic kidney (HEK293T) cells expressing luciferase-tagged ELG1. Potency, µM (doses to about 46 µM), without a hit: at the highest dose activity change, positive = activation, most hits filed as activators. hit rate 1.3% among 330,000. HEK293T ELG1-luciferase reporter, luminescence, 16 h; also: % of control where 0% means no effect; nearly all actives have a fitted effect of over 60% in size
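HEK293T cells expressing luciferase-tagged ELG1 were treated with compound or DMSO for 16 hr at 37°C. Luciferase activity was then read after 30 min with ONE-Glo at room temperature; rising signal flags genetic stress.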
BRCA1 expr act = qHTS Assay to Identify Small Molecule Activators of BRCA1 Expression. MCF7-BRCA1-FFLuc reporter, luminescence, 48 h; response scale: scaled: vehicle 0%, 10 µM genistein 100%. hit rate 1.1% among 380,000. Potency, µM (highest dose often 46.1 µM), without a hit: at the highest dose activation, actives largely listed as activators; also: nearly all actives have a fitted effect of over 80% in size; some results filed as inactive show a strong effect at the top dose
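First, MCF7-BRCA1-FFLuc cells (2000/well) attach for 2 h; next, compounds are pin-added and incubated 48 h at 37 °C; finally, luciferase reagent is added and luminescence read after 15 min.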
RORgamma inh = qHTS for inhibitors of ROR gamma transcriptional activity. Nuclear receptor ROR-gamma (Mus musculus), P51450. Drosophila S2 Gal4-RORgamma UAS-luciferase reporter, 20 h. Potency, µM (titrated, usually from 53.6 µM), without a hit: at the highest dose activity change, negative = inhibition, hits mostly inhibitors. hit rate 5.4% among 310,000. AID 2551, 2010; also: % is scaled to controls: 0 for no effect and ±100 for the full control effect; nearly all actives have a fitted effect of over 60% in size
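Drosophila Schneider cells stably carrying a metallothionein-driven Gal4 DBD–ROR gamma fusion and a UAS-Photinus luciferase reporter were exposed to compound for 1 hr, then induced with copper sulfate (700 uM final) for 20 hr at ambient temperature before luminescence reading.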
FLuc counter = qHTS profiling assay for firefly luciferase inhibitor/activator using purifed enzyme and Km concentrations of substrates (counterscreen for miR-21 project); purified FLuc, Km substrates, luminescence inhibition; hit rate 6.9% among 360,000; AID 588342, 2011; Potency, µM (highest dose often 57.5 µM), inactives show at the top dose activity change, negative = inhibition, most hits filed as inhibitors;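 also: plate controls were vehicle for no effect and reference inhibitor for full effect; nearly all actives have a fitted effect of over 55% in size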
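Purified P. pyralis luciferase, 10 nM final, with Km-level 10 uM D-luciferin and 10 uM ATP in 50 mM Tris acetate pH 7.5, 10 mM Mg acetate, 0.01% Tween-20, 0.05% BSA; 6-point qHTS titration about 60 µM downward; luminescence read.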
An asterisk follows results filed as active; u = inconclusive; x = not tested or not shown; [ ] = dose if it differs, or a comment. Unless noted, calls follow the shape of the dose curve; as a rule, active = well fitted curve in the direction sought with a large enough effect; inconclusive = small, poorly fitted or top-dose-only effect, or another doubt; inactive = no such curve, though single readings can be large; an effect the other way counts as inactive or inconclusive. Potency is read from the fitted curve at half-maximal effect.

1	CSc1nc(NCC(C)O)c2c3c(sc2n1)CN(C)CC3 (stereo not given)
2	C#CCOCCOCCOCCNc1nc(N2CCN(C(=O)CCCCCCCCCCNC(=O)Cn3cc(CCCCCN)nn3)CC2)nc(N2CCN(C(=O)CCCCCCCCCCNC(=O)[C@H](CO)n3cc(CCCSC)nn3)CC2)n1
3	CSc1ccccc1C(=O)N1CCN(c2ccc(F)cc2)CC1
4	CCN(CC)CCCNC(=O)CC1Sc2ccccc2NC1=O (stereo not given)
5	C=CCCC(=O)N1CCC(n2nccc2NC(=O)CCCc2ccccc2)CC1
screen / no.,1,2,3,4,5
Rab9 prom act,0%,0%,10%,4%,7%
MBNL1 CUG block,14%,x,12%,-4%,-4%
Gal4-VP16 FLuc,-5%,x,-2%,-1%,1%
uPA generation,-6%,-28%,-3%,5%,1%
NPC1 promoter act,-1%,0%,2%,0%,-1%
CXXC DNA block,u,x,-3%,-18%,7%
p53 reactivation,-6%,25%,-2%,4%,21%
ELG1 genotoxic,0%,1%,3%,2%,5%
BRCA1 expr act,-6%,-6%,-24%,12%,-6%
RORgamma inh,7%,x,u,-7%,2%
FLuc counter,-2%,0%,1%,1%,-2%

6	Cc1cc(SCCOc2ccc(Br)cc2)nc(N)n1
7	Cc1noc(/C=C/N(C)C)c1S(=O)(=O)N1CCN(c2ccc(F)cc2)CC1
8	COc1ccc(C(CNC(=O)c2cccc(S(=O)(=O)Nc3ccccc3OC)c2)N2CCOCC2)cc1 (stereo not given)
9	Fc1ccc(C2Nc3cccc4cccc(c34)N2)cc1
10	COC(=O)[C@H](c1ccccc1Cl)N1CCc2sccc2C1
screen / no.,6,7,8,9,10
Rab9 prom act,10%,0%,-1%,22%,0%
MBNL1 CUG block,3%,-3%,x,4%,-15%
Gal4-VP16 FLuc,-6%,u,x,6%,0%
uPA generation,2%,8%,-5%,5%,6%
NPC1 promoter act,0%,0%,1%,u,1%
CXXC DNA block,1%,32%[activator],x,23%,13%
p53 reactivation,4%,1%,1%,-5%,x
ELG1 genotoxic,11%,0%,0%,3%,1%
BRCA1 expr act,0%,-23%,-5%,-48%,0%
RORgamma inh,43%,1%,x,0%,-17%
FLuc counter,u,3%,2%,u,2%

11	C/C(=N\NC(=S)NCc1ccccc1)c1ccc(C(C)(C)C)cc1
12	O=C(COC(=O)C1C2CC3OC(=O)C1C3C2)Nc1cccc(C(F)(F)F)c1 (stereo not given)
13	Cc1ccc(CN(C(=O)c2csnn2)C(C(=O)NC2CCCC2)c2cccnc2)cc1 (stereo not given)
14	O=C(Nc1cccc2ccccc12)c1ccc(Cn2cc(Cl)cn2)cc1
15	COc1ccc(/C=C/C(=O)N2CCN(c3ccccn3)CC2)c2ccccc12
screen / no.,11,12,13,14,15
Rab9 prom act,-1%,5%,1%,1%,-6%
MBNL1 CUG block,-6%,-5%,2%,-2%,6%
Gal4-VP16 FLuc,1.4µM*,-13%,-3%,0%,0%
uPA generation,7%,-1%,-9%,-1%,6%
NPC1 promoter act,-1%,-2%,1%,2%,-2%
CXXC DNA block,10%,-2%,3%,u,-3%
p53 reactivation,23%,3%,-1%,-12%,-2%
ELG1 genotoxic,-3%,1%,0%,1%,0%
BRCA1 expr act,-86%,0%,-18%,-28%,4%
RORgamma inh,1µM*,-5%,3%,24%,17%
FLuc counter,1%,-12%,0%,-7%,u

16	Cc1nnc(SCC(=O)Nc2ccc(O)cc2)c2ccccc12
17	COc1ccc(NC(=O)c2sccc2SCC#N)cc1
18	Cc1cc(C)n(CC(C)C(=O)O)n1 (stereo not given)
19	CCOc1ccc(CCNS(=O)(=O)c2cc3c(cc2C)NC(=O)CO3)cc1OCC
20	COc1cc(S(=O)(=O)N(Cc2cccnc2)Cc2ccco2)ccc1-n1cnnn1
screen / no.,16,17,18,19,20
Rab9 prom act,1%,28%,-2%,6%,3%
MBNL1 CUG block,0%,10%,u,-11%,-5%
Gal4-VP16 FLuc,1%,18%,-6%,1%,-14%
uPA generation,-8%,-19%,6%,15%,0%
NPC1 promoter act,-2%,23%,-2%,1%,1%
CXXC DNA block,29%,4%,1%,x,0%
p53 reactivation,u,9%,0%,6%,-2%
ELG1 genotoxic,0%[9.26 µM],13%,0%,-3%,-2%
BRCA1 expr act,-31%,66%,17%,-14%,-36%
RORgamma inh,u,-4%,3%,11%,6%[10 µM]
FLuc counter,-12%,13µM*,0%,1%,4%

21	C/C(=N/NC(=O)c1ccccn1)c1ccncc1
22	O=C(CCn1c(=S)oc2ccccc21)NCCC1=CCCCC1
23	CCOC(=O)CNC(=O)OC1CCN2Cc3ccccc3N=C12 (stereo not given)
24	Cc1ccc(-c2nc(SCC(=O)N(C)C3CCS(=O)(=O)C3)[nH]c2-c2ccc(C)cc2)cc1 (stereo not given)
25	CCOc1ccccc1NC(=O)c1ccc2c(c1)C(=O)N(CC1CCCO1)C2=O (stereo not given)
screen / no.,21,22,23,24,25
Rab9 prom act,u,-1%,4%,-4%,0%
MBNL1 CUG block,-1%,-5%,-10%,5%,u
Gal4-VP16 FLuc,-12%,2%,3%,2%,0%
uPA generation,0%,-2%,7%,x,-4%
NPC1 promoter act,3.5µM*,-2%,-2%,-1%,-8%
CXXC DNA block,52%[activator],5%,u,-14%,19%
p53 reactivation,u,-5%,1%,-13%,-1%
ELG1 genotoxic,u,2%,0%,2%,2%
BRCA1 expr act,u,-1%,-5%,1%,1%
RORgamma inh,-24%,4%,5%,-13%,3%
FLuc counter,17µM*,0%,0%,4%,6%

In another format: results already given
Every second line gives: Rab9 prom act | MBNL1 CUG block | Gal4-VP16 FLuc | uPA generation | NPC1 promoter act | CXXC DNA block | p53 reactivation | ELG1 genotoxic | BRCA1 expr act | RORgamma inh | FLuc counter
[21] C/C(=N/NC(=O)c1ccccn1)c1ccncc1
 : u | -1% | -12% | 0% | 3.5µM* | 52%[activator] | u | u | u | -24% | 17µM*
[22] O=C(CCn1c(=S)oc2ccccc21)NCCC1=CCCCC1
 : -1% | -5% | 2% | -2% | -2% | 5% | -5% | 2% | -1% | 4% | 0%

Going on with the list.
26	CCN1C(=O)[C@H]2[C@@H](c3ccc(C)cc3)N3C(=O)N(c4cccc(Cl)c4)C(=O)[C@@]3(CC)[C@H]2C1=O
27	Cc1ccc(O)c(NC(=O)C2CC(c3cccc(Br)c3)=NO2)c1 (stereo not given)
28	Cc1ccc(-c2nc(S(=O)(=O)c3ccc(C)cc3)c(SCC(=O)NCC3CCCO3)o2)cc1 (stereo not given)
29	Cc1ccc(CC(=O)O/N=C(\N)c2ccncc2)cc1
30	O=C(Nc1cc(Cl)cc(Cl)c1)C(c1ccccc1)N1CCCCC1 (stereo not given)
31	Cc1[nH][nH]c(=O)c1C(c1ccc(-c2ccc(Cl)c(C(=O)O)c2)o1)c1c(C)[nH][nH]c1=O
32	NC(=O)CSc1nc2c(sc3ccccc32)c(=O)n1CCCN1CCOCC1
screen / no.,26,27,28,29,30,31,32
Rab9 prom act,-1%,3%,8%,-2%,-2%,0%,-1%
MBNL1 CUG block,x,2%,5%,-1%,x,9%,-4%
Gal4-VP16 FLuc,x,13%,0%,5%,-2%,-6%,-1%
uPA generation,5%,-12%,-1%,1%,22%,2%,0%
NPC1 promoter act,1%,-6%,2%,-4%,-1%,-2%,-2%
CXXC DNA block,x,13%,4%,-3%,3%,u,-14%
p53 reactivation,-9%,x,-2%,18%,13%,0%,9%
ELG1 genotoxic,0%,-5%,0%,1%,-4%,-6%,5%
BRCA1 expr act,-4%,-36%,-17%,55%,-46%,28%,19%
RORgamma inh,x,-25%,-1%,29%,-5%[10 µM],8%,35%
FLuc counter,3%,-2%,1%,u,0%,u,-1%

Bioassay records deposited in PubChem BioAssay by National Center for Advancing Translational Sciences (NCATS).

Some of the compounds tested (hit frequency here may not be typical).
